# Lipid storage S3 – qHTS Assay for Lipid Storage Modulators in Drosophila S3 Cells; Drosophila S3 cells, BODIPY lipid droplet fluorescence, 18-24 h; cells fed with added oleic acid; AID 2685; Potency in µM for hits, for the others lipid storage change, negative = inhibition, % at the top dose, mostly 46.1 µM; 0.64% of 320,000 active; active means well fitted inhibition curve with a large enough effect in the signal ratio, with a control signal flat, not every such curve was filed as active; inconclusive means small, poorly fitted or top-dose-only effect, or effect the other way, or a change in a side signal; the % refers to the signal ratio
#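 Drosophila S3 cells got compounds at several concentrations plus oleic acid (400 uM solution). Laser-scanning cytometry with 488 nm excitation read lipid droplets at 500-530 nm and cells at 575-640 nm. Percent activity was relative to 20 uM Triacsin C.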
# Lipid storage S3 cell count max – second read-out of Lipid storage S3, no call of its own (marks repeat the call); cell number change, %; measured here: cell count max response;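 cells counted by Cell Tracker Red CMTPX staining in the red channel; peak over a dose series mostly up to 46.1 µM; percent activity relative to internal control wells on each plate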
# The depositor's hits bear a star; i = inactive; u = inconclusive; x = no result given. On the % scale 0 is the no-effect control and ±100 the full control effect; potency means the concentration at half of the fitted maximal effect. This is a subset (hit frequency here may not be typical).
Lipid storage S3 | Lipid storage S3 cell count max | SMILES
13.3% | 3.1 | CCCCN1CNC(=S)N(Cc2ccccc2)C1
3.4% | 6.1 | CC(C)(C)NCc1cc(Br)ccc1OCc1cccs1
-14.1% | -14.0 | Cc1cc(NC(=O)CSc2nnc(-c3ccco3)o2)no1
5.1% | 1.4 | O=C(OCc1cc(=O)n2ccsc2n1)C1(c2ccc(Cl)cc2)CC1
u | x | CCOc1ccc(NC(=O)Nc2ccc3c(c2)CCC3)cc1
u | x | CCN1CCN(c2cc3c(cc2F)c(=O)c(C(=O)O)cn3C2CC2)CC1
u | x | COc1cc(C(=O)OCC(C)=O)cc(NC(=O)c2ccco2)c1OC
-15.3% | 17.9 | O=S(=O)(NCc1ccccc1)c1ccc(S(=O)(=O)N2CCCC2)cc1
u | x | O=[N+]([O-])c1cccc(S(=O)(=O)Nc2nc3ccccc3nc2Nc2cccc(S(=O)(=O)N3CCCCC3)c2)c1
u | x | NCCC1CCCC(CCN)N1 (centres undefined)
u | x | O=C(CO/N=C/c1cccc([N+](=O)[O-])c1)Nc1ccc2ccccc2c1
0.6% | 2.4 | O=C(COC(=O)c1cc(F)cc(F)c1)Nc1cccnc1Cl
u | x | Cn1nc(C(F)(F)F)c(C#N)c1N1CCN(c2cccc(C(F)(F)F)c2)CC1
u | x | Cc1sc(NC(=O)CCC(=O)O)c(C#N)c1C
u | x | O=c1oc2c3c(nn2c2ccccc12)CCCC3
10.3% | x | CC(C)OCC(O)CSc1ccccn1 (centres undefined)
u | x | CN1C(=O)[C@H]2[C@@H](C3CC3)N3C(=O)CN(CCO)C(=O)[C@@]3(Cc3ccccc3)[C@H]2C1=O
u | x | Cc1oc(-c2ccccc2F)nc1CS(=O)CC(=O)NC1CC1 (centres undefined)
u | x | COc1ccc(Br)cc1C(=O)CCC(=O)OCC(=O)Nc1cc(C(N)=O)cc(C(N)=O)c1
u | x | O=C(CC1(C(=O)O)CCCC1)N1CCOCC1
u | x | Cc1ccc(NC(=O)COc2ccc3c(c2)OCO3)c(Cl)c1
4.6% | 13.2 | CC(C)(O)C#Cc1ccc(CN2CCN(Cc3ccsc3)C(CCO)C2)cc1 (centres undefined)
u | x | CC(C)(CNC(=O)c1ccc(-c2ccccc2Cl)o1)N1CCOCC1
u | x | COc1ccc(C(=O)Oc2ccc(F)cc2C(=O)/C=C/c2ccc(OC)c(OC)c2)cc1
16.8% | -11.7 | Cc1ccc(-c2nnn(CCC(=O)NC3CCCC3)n2)cc1

# Following part.
Lipid storage S3 | Lipid storage S3 cell count max | SMILES
1.4% | 6.5 | CCCCNC(=O)C1Cc2cc(S(=O)(=O)N3CCCC3)ccc2N1C(C)=O (centres undefined)
4.7% | 23.1 | O=C(CCC(=O)N1CCOc2ccccc21)NC1CCN(Cc2ccccc2)CC1
u | x | Cc1cccc(N2CCN(c3nnnn3-c3ccccc3)CC2C)c1 (centres undefined)
-2.9% | 11.3 | CC1CCN(C(=O)COc2ccc(S(=O)(=O)N3CCCC3)cc2)CC1
u | x | CC(C)C(=O)Nc1sc2c(c1C(N)=O)CCN(Cc1ccccc1)C2
-6.0% | -15.9 | COc1ccc(NC(=O)NNC(=O)c2cc3occc3n2C)c(OC)c1
u | x | O=C(COc1ccc(Cl)cc1)NCc1nnc(SCC(=O)N2CCCc3ccccc32)o1
u | x | CC(C)CC(C(=O)N1CCc2ccccc2C1)N1C(=O)c2ccccc2C1=O (centres undefined)
u | x | CCc1cccc(C)c1NC(=O)C1CCCN1C(=O)NCc1ccccc1 (centres undefined)
5.9% | 6.7 | CC(=O)Nc1n[nH]c(S(=O)(=O)Cc2ccc(Cl)cc2Cl)n1
u | x | CCc1nnc(NC(=O)CN2CCN(Cc3cccc(Cl)c3)CC2)s1
0.0% | -5.8 | CC1(C)C2CCC1(CS(=O)(=O)NCc1ccc(C(F)(F)F)cc1)C(=O)C2 (centres undefined)
u | x | S=C(NCc1ccccc1)NCc1cccc(CNC(=S)NCc2ccccc2)c1
-1.0% | -16.1 | CN(C(=O)COC(=O)c1cccnc1Nc1cccc(C(F)(F)F)c1)C1CCS(=O)(=O)C1 (centres undefined)
-7.9% | -15.8 | CCc1nc(C)c(-c2ccccc2)c(=O)[nH]1
7.2% | -0.1 | CNS(=O)(=O)c1cccc(C(=O)OCC(=O)Nc2sc3c(c2C#N)CCCCC3)c1
u | x | COC(=O)c1c(NC(=O)c2ccco2)sc2c1C(C(=O)OC)CC2 (centres undefined)
u | x | Cn1cc(C(=O)Nc2ccc(C#N)cc2)c2ccccc2c1=O
u | x | CCCn1c(N)c(N(CCOC)C(=O)c2cccc(S(=O)(=O)N3CCCc4ccccc43)c2)c(=O)[nH]c1=O
18.9% | 3.8 | COCCNC(=O)NC(=O)COC(=O)c1cc([N+](=O)[O-])ccc1Sc1nc(C)cs1
-5.2% | -15.5 | O=C(CN(CC1CCCO1)C(=O)CNS(=O)(=O)c1ccccc1)NCc1ccc(F)cc1 (centres undefined)
-14.6% | -10.2 | Cc1ccc(S(=O)(=O)NCc2ccccc2)cc1C(=O)N1CCCCCCC1
u | x | Cc1nn(-c2ccccc2)c(Cl)c1/C=C1\C(=O)N(C)C(=S)N1C
u | x | COc1ccc(S(=O)(=O)N2CCC(C(=O)NC3CCCCC3C)CC2)cc1 (centres undefined)
u | x | O=C(c1cc(C(=O)NCCc2ccccc2)c(=O)n(CCc2ccccc2)c1)c1cc(Cl)ccc1O

# Complete entries, quoted from the list. Order of values: Lipid storage S3	Lipid storage S3 cell count max
# O=[N+]([O-])c1cccc(S(=O)(=O)Nc2nc3ccccc3nc2Nc2cccc(S(=O)(=O)N3CCCCC3)c2)c1 is listed with u	x
# O=C(c1cc(C(=O)NCCc2ccccc2)c(=O)n(CCc2ccccc2)c1)c1cc(Cl)ccc1O is listed with u	x
# Cc1ccc(NC(=O)COc2ccc3c(c2)OCO3)c(Cl)c1 is listed with u	x

# Remaining list, next part
Lipid storage S3 | Lipid storage S3 cell count max | SMILES
u | x | Cc1c(Br)c(C(=O)N2CCc3ccccc32)nn1C
10.4% | -14.9 | Cc1cc(C)c(C(=O)C(C)OC(=O)c2ccc(Cl)nc2)cc1C (centres undefined)
u | x | COc1ccc(CC(=O)OCC(=O)N2CCN(S(=O)(=O)c3ccc(C)cc3C)CC2)cc1
26.6% | -3.6 | Cc1[nH]c2ccccc2c1C(=O)C(=O)NC1CC(=O)N(c2ccc(F)cc2)C1 (centres undefined)
26.7% | -7.8 | C[C@H](NC(=O)c1nc[nH]c1C(=O)NCC(=O)OCc1ccccc1)C(=O)OC(C)(C)C
i | x | Cc1nc2ccccc2nc1OCC(=O)Nc1cc(C(F)(F)F)ccc1N1CCOCC1
13.1% | 0.3 | Cn1c(=O)oc2cc(S(=O)(=O)NCCN3CCCCCC3)ccc21
u | x | O=C(COC(=O)c1ccc2c(c1)OCCO2)NC1CCCCC1
u | x | Nc1nc(NCc2ccccc2)n(-c2ccccc2)n1
i | x | CCNC(=O)COC(=O)C1CCC(=O)N(c2ccc(OC)cc2)C1c1ccc(OC)cc1 (centres undefined)
i | x | COC(=O)c1cc(C)nc2c1C(=O)C(=O)C=C2N1CCOCC1
u | x | COc1ccc2oc(=O)c(C(=O)N3CCCC3)cc2c1
u | x | NC(=S)N/N=C/c1c[nH]c2ccccc12
u | x | CCC1CCCCN1C(=O)COc1ccc2c(c1)OCO2 (centres undefined)
7.1% | -24.6 | N#CCCCSc1nnc(-c2ccc(Cl)cc2)n1-c1ccccc1
13.6% | 6.9 | COc1cc(/C=N/NC(=O)CN(Cc2ccco2)S(=O)(=O)c2ccccc2)ccc1O
-0.1% | -0.1 | c1csc(CSc2nnc3sc4ccccc4n23)c1
u | x | Cc1cccc(NC(=O)CSc2nnc(NC(=O)c3ccco3)s2)c1
u | x | COc1ccc(CNC(=O)COC(=O)C2CCC(C(C)(C)C)CC2)cc1 (centres undefined)
u | x | Cc1ncc(CO)c2c1Oc1nc(-c3ccccc3)nc(SCC(=O)N3CCCCC3)c1C2
0.9% | -9.9 | CC(C)(C)C1CCC(=NNC(=O)CC(=O)NCc2ccccc2)CC1 (centres undefined)
3.1% | 9.8 | CC(=O)Nc1ccccc1OC(C)C(=O)N1CC(C)CC(C)C1 (centres undefined)
i | -5.3 | COc1ccc(C(=O)N2CCN(c3ccccc3Cl)CC2)cc1S(=O)(=O)NC1CC1
19.0% | x | CCOc1ccccc1C(=O)NCC(=O)OCCCOC(=O)CNC(=O)c1ccccc1OCC
u | x | OC1(c2ccccc2)C/C(=N\n2cnnc2)C=C1c1ccccc1 (centres undefined)

# Gathered by group: the compounds so far with two or more sulfur atoms.
Lipid storage S3 | Lipid storage S3 cell count max | SMILES
-15.3% | 17.9 | O=S(=O)(NCc1ccccc1)c1ccc(S(=O)(=O)N2CCCC2)cc1
u | x | O=[N+]([O-])c1cccc(S(=O)(=O)Nc2nc3ccccc3nc2Nc2cccc(S(=O)(=O)N3CCCCC3)c2)c1
u | x | S=C(NCc1ccccc1)NCc1cccc(CNC(=S)NCc2ccccc2)c1
7.2% | -0.1 | CNS(=O)(=O)c1cccc(C(=O)OCC(=O)Nc2sc3c(c2C#N)CCCCC3)c1
18.9% | 3.8 | COCCNC(=O)NC(=O)COC(=O)c1cc([N+](=O)[O-])ccc1Sc1nc(C)cs1
-0.1% | -0.1 | c1csc(CSc2nnc3sc4ccccc4n23)c1
u | x | Cc1cccc(NC(=O)CSc2nnc(NC(=O)c3ccco3)s2)c1

# Remaining list, next part.
Lipid storage S3 | Lipid storage S3 cell count max | SMILES
u | x | O=C1C=C(NNC(=O)c2ccccc2Br)CCC1
4.1% | 8.4 | N=c1c2c(ncn1CCN1CCOCC1)Oc1cc(O)ccc1C2c1ccccc1 (centres undefined)
1.1% | 12.1 | Cc1[nH]c(=S)c(C#N)c2c1CCCC2
10.6% | 11.6 | CC(c1ccccc1)c1nnc(NC(=O)c2ccc3c(c2)OCO3)s1 (centres undefined)
15.5% | -15.5 | O=C(Nc1cccc2nsnc12)c1ccc(-c2ccc(Br)cc2)o1
i | 19.0 | C/C(N)=C(/C#N)C(=O)COC(=O)C1=NN(c2ccccc2)C(=O)CC1
u | x | COc1ccc2[nH]c3c(NCCCN4CCCC4=O)ncnc3c2c1
u | x | O=C(NCCc1cn[nH]c1)C1CCC(=O)N(CCc2cccc(F)c2)C1 (centres undefined)
28.1% | 2.5 | CCC(C)(C)NC(=O)C(c1ccccn1)N(C(=O)c1csnn1)c1ccc(C)cc1 (centres undefined)
u | x | COc1ccc(CCNC(=S)NC2CCN(Cc3ccccc3)CC2)cc1OC
24.6% | 4.3 | O=C(Cn1c(-c2ccccn2)nc2ccccc21)NCCN1CCOCC1
u | x | CC(C)(C)c1ccc(C(=O)Nc2ccc(CC(=O)O)cc2)o1
i | -23.3 | Cc1ccc2c(c1)c1cccc3c1n2CCN3CCC(N)=O
u | x | Cc1noc(C)c1COc1cccc(C(=O)N2CCc3ccccc32)c1
8.9% | 4.9 | O=C1/C(=C/c2ccccc2O)SC(=S)N1Cc1cccnc1
-8.9% | -2.3 | CCOC(=O)c1[nH]c(C)c(C(=O)OCCOc2cccc(C)c2)c1C
-5.5% | -21.1 | CCC(NS(=O)(=O)c1ccc(OC)cc1)C(=O)O (centres undefined)
u | x | NC1=NC(c2ccc(Cl)cc2)n2c(nc3ccccc32)N1 (centres undefined)
3.2% | 7.7 | COc1ccc(-n2nnc3c(SCc4ccccc4)ncnc32)cc1
u | x | Cc1no[n+]([O-])c1COc1ccc(/C=N/n2nnnc2N)cc1
u | x | CCOc1ccc2nc(SCC(=O)N(C)C3CCS(=O)(=O)C3)[nH]c2c1 (centres undefined)
u | x | Cc1ccc(NS(=O)(=O)c2cc([N+](=O)[O-])ccc2NNC(=S)Nc2cccc(Cl)c2)c(C)c1
-6.6% | -20.7 | Cc1ccc(OCc2cc(C(=O)N3CCC(C(O)C(C)C)CC3)no2)cc1C (centres undefined)
-4.7% | x | COc1ccc(C(C)=O)cc1CSc1nnc(-c2ccncc2)o1
u | x | CCCNc1c(N)c(=O)c1=O

# Later entries:
Lipid storage S3 | Lipid storage S3 cell count max | SMILES
0.0% | -8.1 | COC(=O)C1ON2OC(C(=O)OC)C(C(=O)OC)C2C1CC(C)=O (centres undefined)
i | -6.1 | O=C(CCc1nnc(CCCCc2ccccc2)o1)N1CCCC(O)C1 (centres undefined)
-12.9% | 8.3 | CCCC1=[N+](CC(=O)c2ccc(C)cc2)CCn2cccc21
u | x | Cc1c(NC(=O)C23CC4CC(CC(C4)C2)C3)c(=O)n(-c2ccccc2)n1C
u | x | CCN(CC(=O)NC1CCCCCC1)S(=O)(=O)c1ccccc1
u | x | CCOC(=O)c1cnn(-c2nc3sc4c(c3c(=O)[nH]2)CCCC4)c1N
u | x | O=C(CCNC(=O)c1ccc([N+](=O)[O-])cc1)Nc1cccc(S(=O)(=O)N2CCOCC2)c1
24.1% | -9.8 | C=C(C)C1Cc2c(C)nn(-c3ccccc3)c2C1 (centres undefined)
u | x | O=C(CCS(=O)(=O)c1ccc(Br)cc1)NCCc1ccc(Cl)cc1
u | x | COc1ccc(Nc2ccc(C(N)=O)cc2[N+](=O)[O-])cc1
-5.3% | -5.1 | CCC(=O)OCn1nnc2ccccc2c1=O
u | x | CCOc1cccc(C(=O)NC(=S)Nc2ccc(N3CCN(CC)CC3)cc2)c1
u | x | Cc1ccc(CCNC(=O)c2c[nH]c3ccc(S(=O)(=O)Nc4ccc(C)cc4C)cc3c2=O)cc1
i | x | COc1ccc(C2NC(=O)NC(C)=C2C(=O)OC2CCCCC2)cc1OC (centres undefined)
-3.7% | -24.0 | Cc1cc(-c2cccnc2)c(C#N)c(SCc2cccc(F)c2)n1
u | x | Oc1ccccc1N1CCN(CC(O)COC2CCCc3ccccc32)CC1 (centres undefined)
u | x | CCCC(=O)Nc1ccc(C(=O)NCC(=O)OCC)cc1
2.4% | -11.9 | C=CCN1C=CC=C/C1=C1\SC(=S)N(C)C1=O
